# Assay outcomes: PubChem, NCI
# All columns: NCI-60 one-dose screen, growth in % after 48 h at 10 µM unless noted; 100 = growth as untreated, 0 = no growth, -100 = all killed.
# MDA-MB-468 = MDA-MB-468 breast cancer; actives 8.5% (n = 78,000)
# MDA-MB-231 = MDA-MB-231 breast cancer. actives 5% (n = 81,000). AID 1794789
# SR = SR leukemia cells; AID 1794780; actives 8.7% (n = 73,000)
# BT-549 = BT-549 breast cancer | actives 4.4% (n = 78,000)
# MCF7 = MCF7 breast cancer | actives 6.3% (n = 82,000)
# HS 578T = HS 578T breast cancer | actives 4.1% (n = 78,000)
# K-562 = K-562 leukemia. actives 7.4% (n = 78,000). AID 1794777
# T-47D = T-47D breast cancer. actives 5% (n = 79,000). AID 1794792
# An asterisk follows results filed as active; . = not tested or not shown; & = joins results of further samples. The calls were made as follows: active = growth percent below 10; inactive = the rest.
# Each structure is followed by: MDA-MB-468, MDA-MB-231, SR, BT-549, MCF7, HS 578T, K-562, T-47D
C/C(=N\N1C(=O)c2ccccc2NC1c1ccc(Cl)cc1)c1c(O)cc(C)oc1=O (configuration not stated)
  81, 112, 66, 113, 75, 83, 90, 106
O=C(/C=C/c1cccs1)c1ccc(OCc2nnc(-c3ccc(Cl)cc3)o2)cc1
  79, 105, 52, 98, 55, 106, 83, 90
O=C(Nc1ccc([N+](=O)[O-])cc1)N1CCN(C(=O)Nc2ccc([N+](=O)[O-])cc2)CC1
  102, 94, 91, 104, 93, 109, 92, 90
Cc1[nH]c(C2CC(c3cccs3)=NN2c2ccccc2)c(C)c1C(=O)O (configuration not stated)
  101, 104, 96, 97, 82, 101, 98, 101
CCN(CC)C(=S)Sc1ccc2c(c1)C(=O)c1ccccc1C2=O
  73, 89, 47, 100, 69, 114, 71, 75
COc1ccc(-c2cc(C(=O)c3cc(C)c(C)cc3O)cn(NC(=O)OC(C)(C)C)c2=O)cc1
  73, 84, ., 98, 85, 102, 67, 55
O=C(O)c1cc(-c2ccccc2)ccc1O
  95, 107, 94, 102, 91, 105, 100, 93
Cc1cc(NS(=O)(=O)c2ccccc2)ccc1O
  95, 104, 99, 97, 98, 99, 96, 99
O=C(C[n+]1ccnc2ccccc21)c1ccc(Cl)cc1
  118, 83, 81, 102, 82, 102, 81, 68
CC1(c2ccccc2)CC(c2ccccc2)=C(C#N)C(=O)N1 (configuration not stated)
  125, ., 90, ., 95, 101, 86, 92
S=c1[nH]ccc2ccccc12
  105, 97, 102, 113, 97, 109, 102, 99
CCOC(=O)c1ccccc1NC(=O)CN(CC)CC
  106, 108, 88, 88, 98, 110, 96, 97
CCC(=O)Nc1cc(C)ccc1C
  106, 92, 95, ., 97, 99, 94, .
C=C(C=O)[C@@H]1CC[C@]2(C)[C@H](C(=O)C=C3[C@H]4C[C@](C)(C(=O)OC)CC[C@]4(C)CC[C@]32C)[C@@]1(C)CCC#N
  80, -19*, -9.3*, 14, 2.5*, -2.5*, 5.7*, 19
O=[N+]([O-])c1c(O)c(Cl)cc(Cl)c1Cl
  91, 103, 88, 106, 99, 117, 103, 98
COC(=O)CC(C(=O)C=[N+]=[N-])N1C(=O)c2ccccc2C1=O (configuration not stated)
  110, 98, 126, 104, 113, 112, 125, 108
O=C(O)c1ccc(F)cc1C(=O)O
  105, 118, 81, 99, 96, 114, 100, 85
C(#CC(c1ccccc1)c1ccccc1)c1ccccc1
  104, 86, 93, 97, 90, 100, 99, 85
CCCCCC(C)N(C)C(=O)CNCC(C)C (configuration not stated)
  104, 105, 88, 117, 110, 119, 103, 107
O=C(Nc1cccc(NC(=O)C(=O)O)c1)Oc1ccccc1
  106, ., ., 99, 95, 122, 116, 99

# Single records, from the list above. Order of screens: MDA-MB-468	MDA-MB-231	SR	BT-549	MCF7	HS 578T	K-562	T-47D
# `CCOC(=O)c1ccccc1NC(=O)CN(CC)CC` is listed as 106	108	88	88	98	110	96	97
# `O=C(O)c1ccc(F)cc1C(=O)O` is listed as 105	118	81	99	96	114	100	85
# `CCCCCC(C)N(C)C(=O)CNCC(C)C` (configuration not stated) is listed as 104	105	88	117	110	119	103	107
# `S=c1[nH]ccc2ccccc12` is listed as 105	97	102	113	97	109	102	99
# `O=[N+]([O-])c1c(O)c(Cl)cc(Cl)c1Cl` is listed as 91	103	88	106	99	117	103	98

# Other compounds.
# Each structure is followed by: MDA-MB-468, MDA-MB-231, SR, BT-549, MCF7, HS 578T, K-562, T-47D
CC(C)[C@H](CN)NC[C@H](C)NS(=O)(=O)c1ccc(C(C)(C)C)cc1
  86, 117, 110, 81, 90, 88, 86, 80
O=C1Nc2ccc(F)cc2/C1=N/N=C/c1ccc(F)cc1
  95, 100, 99, 104, 68, 101, 100, 91
CCCCCCC1=C(P(=O)(O)O)N[C@H](C(=O)O)CS1
  105, 86, 92, 91, 96, 93, 102, 80
N#Cc1cnc2n(c1=N)CCCCC2
  108, 106, ., 115, 98, 105, 114, 118
Nc1nc(=O)[nH]c2ccc(Sc3ccc(Cl)cc3)cc12
  87, 116, 84, 104, 97, 113, 97, 90
S=C(NC1CCCCC1)NN1CCCCCC1
  97, 119, 95, 104, 87, 110, 96, 103
Nc1cc2c(O)cc(S(=O)(=O)O)cc2cc1S(=O)(=O)O
  103, 98&105, 52&72, 99&99, 94&97, 84, 82&81, 113&93
Cc1ccc2nc(-c3ccc(-c4nnc(SCC(=O)Nc5ccc(C(=O)/C=C/c6ccc(Cl)cc6)cc5)o4)cc3)[nH]c2c1
  112, 99, 88, 98, 87, 111, 100, 114
CCN1CCCC(=O)C1
  103, 100, 99, 86, 97, 112, 108, 102
CCOC(=O)CCC(NC(=O)CCCCSc1ncnc2nc[nH]c12)C(=O)OCC (configuration not stated)
  94, 103, ., 106, 95, 97, 91, 89

# Already shown: entries from further up.
# Each structure is followed by: MDA-MB-468, MDA-MB-231, SR, BT-549, MCF7, HS 578T, K-562, T-47D
Nc1nc(=O)[nH]c2ccc(Sc3ccc(Cl)cc3)cc12
  87, 116, 84, 104, 97, 113, 97, 90
S=C(NC1CCCCC1)NN1CCCCCC1
  97, 119, 95, 104, 87, 110, 96, 103
Nc1cc2c(O)cc(S(=O)(=O)O)cc2cc1S(=O)(=O)O
  103, 98&105, 52&72, 99&99, 94&97, 84, 82&81, 113&93

# Remaining list, next part:
# Each structure is followed by: MDA-MB-468, MDA-MB-231, SR, BT-549, MCF7, HS 578T, K-562, T-47D
CC(=O)N/C(=C1/OC(C(O)C(O)C(O)CO)CN1C)[P+](c1ccccc1)(c1ccccc1)c1ccccc1 (configuration not stated)
  106, 103, 95, 102, 93, 114, 98, 103
COc1ncnc2c1ncn2C/C=C/CCl
  104, 98, 64, 100, 85, 136, 41, 94
CS(=O)(=O)N1CC(CCl)c2ccc([N+](=O)[O-])cc21 (configuration not stated)
  95, 94, 91, 104, 99, 101, 105, 111
CCCCN1C=CCN(CCCC)C1
  -1.7*, 75, ., 57, 33, 89, ., 6.1*
N#Cc1cc(-c2cc3ccccc3o2)oc1N
  ., -27*, -23*, ., 23, -38*, 2.5*, 28
Cc1ccc(C(Cc2ccccc2)NCC(C)O)cc1 (configuration not stated)
  105, 99, 88, 86, 97, 109, 87, 53
Cc1nn(-c2ccc(Cl)cc2)c(=O)n1CCOc1ccccc1Cl
  105, 90, ., 94, 98, 90, 97, 80
COc1ccccc1/C=C\C#N
  107, 121, 89, 94, 91, 109, 91, 79
Cc1cc(O)c([N+](=O)[O-])c(C)c1[N+](=O)[O-]
  96, 95, 98, 111, 99, 104, 93, 91
Cc1cc2c(C(C)C)c(O)c(O)c(C=O)c2c(O)c1-c1c(C)cc2c(C(C)C)c(O)c(O)c(C=Nc3ccc(Cc4ccc(N)cc4)cc3)c2c1O
  96, 86, 101, 100, 99, 100, 96, 104

# Brought forward from above: two entries, followed by the next part.
# Each structure is followed by: MDA-MB-468, MDA-MB-231, SR, BT-549, MCF7, HS 578T, K-562, T-47D
Cc1cc(O)c([N+](=O)[O-])c(C)c1[N+](=O)[O-]
  96, 95, 98, 111, 99, 104, 93, 91
Cc1cc2c(C(C)C)c(O)c(O)c(C=O)c2c(O)c1-c1c(C)cc2c(C(C)C)c(O)c(O)c(C=Nc3ccc(Cc4ccc(N)cc4)cc3)c2c1O
  96, 86, 101, 100, 99, 100, 96, 104
CC(C)CSc1nc(NCCc2c[nH]c3ccccc23)c(C#N)c(-c2ccccc2)n1
  21, 38, -10*, 93, 20, 48, 21, 31
Nc1c(C(=O)Nc2ccc(F)cc2)sc2nc(-c3cnccn3)cc(-c3cccs3)c12
  123, 100, 94, 107, 87, 112, 96, 91
CC(=O)CCc1ccc(O)cc1
  105, 118, 90, ., 93, 103, 97, 108
COc1cc(C2C(C#N)=C(N)N(c3ccc(OC(F)(F)F)cc3)C3=C2C(=O)CC(C)(C)C3)cc(Br)c1O (configuration not stated)
  98, 101, 99, 98, 96, 102, 95, 106
CCCn1c(O)c(N=Nc2ccc(S(N)(=O)=O)cc2)c2cc(Cl)ccc21
  91, 112, 102, 101, 95, 105, 99, 94
Cn1c(=O)cc(Cl)c2ccccc21
  104, 94, 103, 102, 100, 94, 97, 96
CN1C(=O)N(C)C2Nn3c(s/c(=C\c4ccc([N+](=O)[O-])cc4)c3=O)=NC21 (configuration not stated)
  105, 105, ., 103, 90, 105, 96, 103
c1cc2ccc1CNCCN1CCNCc3ccc(cc3)Oc3ccc(cc3)CNCCN(CCNCc3ccc(cc3)O2)CCNCc2ccc(cc2)Oc2ccc(cc2)CNCC1
  -78*, -87*, -40*, 82, -75*, -49*, -24*, -65*
COc1ccc(C2CC(c3cc4ccccc4oc3=O)=NN2c2ccc(S(N)(=O)=O)cc2)cc1OC (configuration not stated)
  89, 86, 43, ., 84, 101, 74, 85
COc1ccccc1/C=N\O
  110, 107, 100, 102, 98, 99, 94, 114
CCCCCC(=O)c1ccc(OCCCN2CCN(C(=O)OCC)CC2)cc1
  47, 99, 84, 91, 93, 102, 66, 88
COc1ccc(/C=c2\nc3n(-c4ccccc4)c4nc5c6c(sc5c(=N)n4n-3c2=O)CCCC6)cc1
  90, 60, 62, 94, 72, 86, 67, 72
CS(=O)CC1=NC(=N)N=C1CS(C)=O (configuration not stated)
  88, ., ., 110, 95, 90, 99, .
Cn1c(=O)c2c(nc3n2CCN(CCc2ccc(OCCN4CCOCC4)cc2)C3)n(C)c1=O
  98, 104, ., 109, 96, 106, 109, 94
Fc1ccc(C2CC(c3ccccc3Cl)=NN2c2ccc(-c3ccccc3)nn2)cc1 (configuration not stated)
  79, 75, 76, 87, 66, 80, 66, 44
Cc1ccc2c(n1)C(=O)C(Cl)=C(Nc1ccc(S(=O)(=O)Nc3ccccn3)cc1)C2=O
  111, 109, 85, 115, 108, 112, 102, 104
Cc1nc2ccc(Cl)cn2c1-c1nnc(SCc2ccccc2)o1
  68, 75, ., 101, 50, 83, ., 83
O=C(NCCNc1cc(-c2cn(-c3ccccc3)nc2-c2cccc(O)c2)ccn1)Nc1ccccc1
  65, 57, 2.2*, 53, 78, 51, 35, 46
CC(C)(C)C(=O)Nc1nc2c(s1)CCc1ccn(S(=O)(=O)c3ccccc3)c1-2
  89, 96, 83, 95, 86, 99, 69, 67
COc1ccc(N=Nc2ccc(O)cc2)cc1
  74, 55, 85, 60, 80, 95, 83, 72
CCOC(=O)c1ccc(NC(N)=S)cc1
  ., 108, ., 115, 93, 125, 96, 99
O=C(O)c1cn(C2CC2)c2cc(N3CCN(Cc4n[nH]c(=S)o4)CC3)c(F)cc2c1=O
  92, 101, 91, 98, 102, 103, 99, 88
C[n+]1c(/C=C/c2c[nH]c3ccccc23)ccc2ccccc21
  23, 69, 18, 95, 19, 103, 23, 12
O=C1Cc2csc3nc(=O)cc(n23)N1
  109, 97, 66, 115, 96, 116, 70, 98
COc1cc(C2c3cc4c(cc3C(O)C(CO)C2CO)OCO4)cc(OC)c1OC (configuration not stated)
  -18*, 41, 6.3*, 59, 18, -8.1*, 11, 46
C/C(=N\NC(=S)NC1CCCCC1)c1nc2ccc(Cl)cc2[nH]1
  97, 62, 63, 85, 67, 91, 85, 93
Nc1nc(N)c2nc(CNc3ccc(C(=O)N[C@@H](CCC(=O)O)C(=O)O)c4ccccc34)cnc2n1
  79, 82, 27, 54, 19, 64, 18, 51
O=C1c2ccccc2C(=O)N1Cc1cc(Br)ccc1O
  103, 95, 96, 102, 87, 107, 122, 107
CC(=O)Nc1ccc(O)c(O)c1
  112, 110, ., ., 106, 122, 121, 110
CCCCCCCCCCCCc1ccccc1
  115, 110, 93, 103, 94, 115, 92, 97
CCCCC/C(=C\c1ccccc1)C1OCC(COCC)O1 (configuration not stated)
  97, 122, 99, 103, 99, 101, 97, 94
COc1ccc(NC(c2ccc(OC(F)F)c(OCC3CC3)c2)c2nnnn2C2CCCCC2)cc1 (configuration not stated)
  84, 92, 91, 106, 82, 87, 81, 82
CCOC(=O)c1ccnc(F)c1
  100, 111, 94, 108, 101, 102, 113, 101
COc1ccc(C(=O)CSc2nc(-c3cc4ccccc4o3)cc(-c3ccc(Cl)cc3)c2C#N)cc1
  ., 89, 60, 94, 101, 103, 55, 65
Nc1ccc(C2NNC(=O)Cc3cc4c(cc32)OCO4)cc1 (configuration not stated)
  114, 105, ., 90, 101, 119, 102, 115

# This is a random part of the collection; 13% or so of the library scored in one or more.
